High-throughput results as filed in PubChem.
DDE Tn7 FP inh: DD(E)-Tn7 binding inhibition, primary FP screen; inhibition, % at 8.3 µM; FP displacement of FITC-Tn7 peptide from fibrin DD(E); 0% = median of compound wells per plate; actives 0.13% (n = 370,000); AID 720508; P02675;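 active means inhibition above the mean of compounds falling within the control limits plus 3 SD of them, cut at about 14% in these data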;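 further: 0% = plate median of compound wells and 100% = 10 µM Aha-Tn7 peptide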
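Test system: human clot-derived fibrin DD(E) complex / Quantity: 2 µM final DD(E) protein / Incubation: 10 min plus 3 h, room temperature / Measured by: fluorescence polarization / Benchmarks: high control of 10 µM Aha-Tn7 peptide / Replicates: singlicate testing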
ASAP1 inh: ASAP1 ArfGAP inhibition; Q9ULH1; ASAP1-stimulated ARF1 GTP hydrolysis, GDP FP detection; inhibition, % at 16.5 µM; actives 0.19% (n = 360,000); in the data active means inhibition above about 25%;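 further: 0% = vehicle with enzyme and substrate and 100% = no enzyme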
SIAE primary: blocks human sialic acid acetylesterase; Q9HAT2; SIAE FP-Rh probe binding, fluorescence polarization; inhibition, % at 9.66 µM; actives 0.69% (n = 370,000); AID 1053197;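 active means inhibition above a cutoff: mean of compounds within the control limits plus 3 SD of those, cut at about 17% in these data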;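 further: 0% = plate median of compound wells and 100% = probe without SIAE protein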
Tn6 DDE FP: DD(E)-Tn6 binding inhibition, primary FP screen; AID 720509; Fibrin DD(E) TRITC-Tn6 fluorescence polarization displacement; actives 0.21% (n = 370,000); inhibition, % at 8.3 µM; P02675;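 active means inhibition above a per-campaign cutoff: mean of compounds within control limits plus 3 SD, cut at about 15% in these data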;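 further: 0% = median of all compound wells on the plate and 100% = blocking peptide control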
ARFGAP1 inh: inhibitors of rat ARFGAP1; Q62848; actives 0.26% (n = 360,000); inhibition, % at 16.5 µM; Arfgap1-stimulated ARF1 GTP hydrolysis, GDP FP detection;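 active means inhibition above a per-plate limit, mean inhibition of low control wells plus 3 SD, cut at about 25% in these data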;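 further: 0% = DMSO wells with enzyme and 100% = wells lacking Arfgap1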
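material = rat Arfgap1 catalytic domain, aa 1-136 | also added = human ARF1(Δ1-17)-GTP substrate | compound dosing = one concentration, 16.5 µM, DMSO 1.26% | times = GTP hydrolysis reaction 2 h at 25 °C | measured by = FP, GDP Alexa 633 tracer displaced from anti-GDP antibody, 620/688 nm | evaluation = percent inhibition of Arfgap1-stimulated GTP hydrolysis | replication = single well per compound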
ADAM10 inh: inhibits human ADAM10. O14672. recombinant ADAM10, EDANS/DABCYL FRET peptide cleavage, 3 h. inhibition, % at 7 µM. actives 0.62% (n = 370,000). AID 720582;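 active means inhibition above a per-campaign cutoff equal to the mean of compounds falling between control-based bounds plus 3 SD, cut at about 20% in these data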;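 further: 0% = DMSO wells while the 100% control is not disclosed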
TDP2 absorb: TDP2 (human) inhibition, absorbance primary screen; O95551; recombinant TDP2, T5PNP hydrolysis, p-nitrophenol absorbance 415 nm; inhibition, % at 12.8 µM; actives 0.34% (n = 370,000); AID 720702;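 active means inhibition above the mean of all tested compounds plus 3 SD, set per campaign, cut at about 25% in these data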;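 further: 0% = DMSO with enzyme and 100% = buffer with substrate but no TDP2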
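Test system: Human TDP2 enzyme | Reagent: 5 mM T5PNP | Compound dosing: 12.8 µM single point, 1% DMSO | Incubation: Enzyme reaction with compound for 2 h at 37 °C | Technique: p-Nitrophenol epi absorbance | Read-out: % inhibition relative to enzyme-containing and enzyme-free wells | Benchmarks: High control without enzyme, low control DMSO plus TDP2 | Replicates: Singlicate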
ADAM17 inh: ADAM17 inhibition, QFRET primary screen; P78536; recombinant ADAM17, EDANS/DABCYL FRET peptide cleavage; inhibition, % at 6.95 µM; actives 0.83% (n = 370,000);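 active means inhibition above the mean of compounds lying between control limits plus 3 SD, set per campaign, cut at about 8.5% in these data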;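 further: 0% = DMSO-only wells as the low control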
PLCb3 inh: inhibitors of human phospholipase C beta3; Q01970; Purified PLC-beta3, fluorogenic substrate, fluorescence; inhibition, % at 12.2 µM; actives 0.18% (n = 370,000); AID 720704; in the data active means inhibition above about 11%;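 further: 0% = median of compound wells on plate and 100% = full blocker control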
Target sequence (Q01970 whole entry, looked up): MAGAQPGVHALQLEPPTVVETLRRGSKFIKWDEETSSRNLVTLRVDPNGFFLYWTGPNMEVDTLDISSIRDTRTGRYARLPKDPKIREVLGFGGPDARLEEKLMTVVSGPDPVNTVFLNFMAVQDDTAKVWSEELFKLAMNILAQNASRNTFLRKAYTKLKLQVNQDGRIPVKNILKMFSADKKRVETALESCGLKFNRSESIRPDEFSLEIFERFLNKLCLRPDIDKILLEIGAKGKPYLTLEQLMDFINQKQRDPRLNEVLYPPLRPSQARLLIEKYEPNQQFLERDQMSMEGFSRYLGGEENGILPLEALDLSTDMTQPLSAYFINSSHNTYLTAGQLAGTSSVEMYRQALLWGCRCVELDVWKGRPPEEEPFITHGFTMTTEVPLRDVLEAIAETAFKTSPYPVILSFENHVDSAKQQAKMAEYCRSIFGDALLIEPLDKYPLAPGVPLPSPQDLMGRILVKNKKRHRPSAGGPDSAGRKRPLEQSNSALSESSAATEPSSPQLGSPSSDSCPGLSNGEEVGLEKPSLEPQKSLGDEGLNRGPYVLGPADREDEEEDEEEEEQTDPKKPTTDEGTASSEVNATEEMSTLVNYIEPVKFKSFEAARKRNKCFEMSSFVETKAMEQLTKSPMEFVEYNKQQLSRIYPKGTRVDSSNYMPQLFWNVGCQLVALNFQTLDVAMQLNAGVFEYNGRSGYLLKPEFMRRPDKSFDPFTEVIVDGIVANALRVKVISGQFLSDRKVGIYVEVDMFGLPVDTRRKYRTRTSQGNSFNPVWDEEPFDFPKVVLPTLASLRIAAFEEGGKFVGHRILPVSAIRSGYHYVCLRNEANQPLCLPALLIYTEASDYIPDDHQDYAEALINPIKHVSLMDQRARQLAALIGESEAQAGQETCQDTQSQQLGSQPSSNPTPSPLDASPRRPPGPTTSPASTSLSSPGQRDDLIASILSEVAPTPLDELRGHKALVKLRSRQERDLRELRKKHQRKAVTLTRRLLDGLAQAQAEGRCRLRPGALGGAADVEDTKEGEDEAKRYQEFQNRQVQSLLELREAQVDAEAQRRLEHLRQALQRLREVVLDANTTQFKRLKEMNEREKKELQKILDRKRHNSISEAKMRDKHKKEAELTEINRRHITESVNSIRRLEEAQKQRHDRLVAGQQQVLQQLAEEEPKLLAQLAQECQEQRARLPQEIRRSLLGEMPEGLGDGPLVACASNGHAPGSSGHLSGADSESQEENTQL
PLC-gamma1 inh: blocks human PLC-gamma1 enzyme activity; P19174; purified PLC-gamma1, fluorogenic substrate, fluorescence; inhibition, % at 12.2 µM; actives 0.84% (n = 370,000); AID 720700; in the data active means inhibition above about 9.5%
The depositor's hits bear a star; i = inactive. No enrichment for hits; overall some 3.6% were active at least once.

SMILES	DDE Tn7 FP inh	ASAP1 inh	SIAE primary	Tn6 DDE FP	ARFGAP1 inh	ADAM10 inh	TDP2 absorb	ADAM17 inh	PLCb3 inh	PLC-gamma1 inh
CCCC(=O)N(CCN1CCOCC1)c1nc2c(C)ccc(C)c2s1	2	-2	1	9	2	1	2	0	-1	1
CN(C)CCNC(=O)Cn1ccc2cc(S(=O)(=O)N3CCCCC3)ccc21	-4	0	-2	0	-2	-2	-15	0	-6	5
CC(C)c1ccc(NC(=O)COc2nnc(-c3cccs3)c(-c3cccs3)n2)cc1	-4	-3	-17	-2	3	12	-2	0	-4	1
COC(=S)Nc1cccc(C(F)(F)F)c1	-1	-6	1	2	-1	1	14	-3	0	2
O=C(CN1C(=O)NC2(CCCC2)C1=O)OCCOc1cccc(Br)c1	1	-12	7	-4	9	4	-8	-5	-6	4
Cc1ccccc1CSc1nnc(-c2ccncc2)n1C	-10	-5	4	7	19	2	1	-6	-4	0
COc1ccc(C2CC(c3cccs3)=NN2C(=O)CSc2nnnn2C)cc1OC (stereo not drawn)	-5	-6	1	-5	-2	5	-13	1	1	2
O=C(NCc1ccco1)c1ccc(S(=O)(=O)c2cccc(S(=O)(=O)N3CCOCC3)c2)cc1	5	14	-3	1	12	-6	0	-4	2	2
O=C(Nc1ccc(F)c(Cl)c1)c1ccc2nc([C@@H]3O[C@H](CO)[C@H](O)[C@H](O)[C@H]3O)[nH]c2c1	-2	-2	2	1	-9	-2	2	-3	0	0
COc1ccc(N2C(S)=C(C#N)C(=O)NC23CCCCC3)cc1	-3	-14	-1	5	-9	3	-3	0	-1	0
COc1cc(OC)c(NC(=S)Nc2cc(Cl)cc(Cl)c2)cc1Cl	-1	4	13	6	3	-6	3	1	0	2
O=C(c1cc(COc2c(F)cccc2F)on1)N1CCC(c2ccccc2Cl)C1 (stereo not drawn)	-9	2	2	-1	3	19	-18	9.5*	-2	5
CCC1=[N+](C)CCn2c(C)ccc21	-7	7	0	2	2	-2	-4	-7	-3	-3
CCOC(=O)N1CCN(C(=O)c2ccc(Cl)c(S(=O)(=O)N3CCCC3)c2)CC1	0	0	-8	3	5	-1	-8	-5	-8	-1
Cc1ccc(C(=O)NNC(=O)CSc2n[nH]c(-c3cccnc3)n2)cc1	1	4	3	0	6	0	-8	-2	-2	1
CC(C)c1ccc(NC(=O)CCc2ccccc2)cc1	-4	14	3	0	11	3	1	-1	-7	-1
O=c1c2ccccc2nc2n1CCO2	-5	2	2	-4	7	1	-13	0	-2	0
CCN(CC)CCCNC(=O)c1nn2c(C(F)(F)F)cc(-c3ccccc3)nc2c1Cl	-4	7	-7	-1	0	-12	-4	-4	-37	-19
O=C(NCc1ccccc1)C1=C[C@H](c2coc3ccccc3c2=O)C[C@H](OCCCCO)O1	-4	-3	7	3	-5	-5	-10	4	-3	0
O=C(c1ccc(CNc2c(N3CCCC3)c(=O)c2=O)cc1)N1CCN(C2CCCCC2)CC1	4	8	4	-6	7	7	-11	-4	3	7
C=CC1=CCN(S(=O)(=O)C(C)(C)C)[C@H]1CCO	-6	5	-9	-2	-10	10	-9	8	-1	0
CCc1ccc(S(=O)(=O)/N=C2\C=C(Nc3cccc(C(=O)O)c3)C(=O)c3ccccc32)cc1	-1	22	11	1	3	-3	69*	0	-6	6
COc1ccccc1C(=O)NCC(=O)Nc1ccc2c(c1)OCO2	-4	6	12	-4	9	-16	-3	1	-12	-3
COc1ccc(NS(=O)(=O)c2cccc(C(=O)NCc3ccccc3CN3CCCC3)c2)cc1	1	-3	5	-4	-2	-10	1	-1	-6	3
COc1cc(OC)c(OC)cc1CNC(=O)c1cc(S(=O)(=O)N2CCOCC2)ccc1F	-7	-6	2	4	-1	2	-8	-6	-2	-1
CCOc1ncccc1C(=O)OCc1ccc(Cl)cc1	7	-11	11	9	-16	7	-7	2	4	5
Cc1cc(-c2ccccc2)nc(N2CCN(c3ccccn3)CC2)n1	2	3	1	-7	-1	-4	3	-2	-2	1
CCc1ccccc1N1CC(C(=O)Nc2cc(C)on2)CC1=O (stereo not drawn)	0	6	-1	7	9	9	-8	2	-4	7
Cc1ccc(S(=O)(=O)N2CCCC2C(=O)NCc2ccco2)cc1 (stereo not drawn)	1	2	0	-7	10	-1	6	-2	-1	2
Cc1cc(C)n(-c2cc(N3CCOCC3)ncn2)n1	-7	-4	-6	11	-8	-8	-4	-4	1	4
NC(=O)COC(=O)CC1CC2CCC1C2 (stereo not drawn)	8	10	10	-1	3	4	0	2	2	2
COC(=O)c1[nH]c2cc(OC)ccc2c1NC(=O)CCN1CCN(c2cccc(C)c2C)CC1	-2	-2	9	-2	13	-7	-6	-1	-2	0
CC(=O)N=c1c(C#N)cc2c(=O)n3ccccc3nc2n1CCCOC(C)C	-1	11	-1	4	1	i	-5	i	i	-366
Cc1cc(C)n(-c2ccc(C(=O)C(C#N)c3nc4ccccc4n3C)cc2)n1 (stereo not drawn)	-3	-1	-4	-1	-10	3	-1	-3	-2	-2
CCOc1ccc(/C=N\NC(=O)c2c(C)nc3cc(C)ccn23)cc1	7	5	-5	-3	-6	-6	-2	-3	-14	-8
CCSc1nc2sc3c(c2c(=O)n1-c1ccc(OC)cc1)CCN(C)C3	0	4	7	-6	-2	-4	6	-4	-21	-10

A second format for part of the listing above:
| DDE Tn7 FP inh | ASAP1 inh | SIAE primary | Tn6 DDE FP | ARFGAP1 inh | ADAM10 inh | TDP2 absorb | ADAM17 inh | PLCb3 inh | PLC-gamma1 inh | structure |
| --- | --- | --- | --- | --- | --- | --- | --- | --- | --- | --- |
| 2 | 3 | 1 | -7 | -1 | -4 | 3 | -2 | -2 | 1 | Cc1cc(-c2ccccc2)nc(N2CCN(c3ccccn3)CC2)n1 |
| 0 | 6 | -1 | 7 | 9 | 9 | -8 | 2 | -4 | 7 | CCc1ccccc1N1CC(C(=O)Nc2cc(C)on2)CC1=O (stereo not drawn) |
| -1 | 11 | -1 | 4 | 1 | i | -5 | i | i | -366 | CC(=O)N=c1c(C#N)cc2c(=O)n3ccccc3nc2n1CCCOC(C)C |

(cont.)
SMILES	DDE Tn7 FP inh	ASAP1 inh	SIAE primary	Tn6 DDE FP	ARFGAP1 inh	ADAM10 inh	TDP2 absorb	ADAM17 inh	PLCb3 inh	PLC-gamma1 inh
CCN(CC)CCNc1nc2nonc2nc1NCCN(CC)CC	-2	-17	7	1	-1	-9	-18	-5	-3	1
O=C(O)CSC(C(=O)Nc1ccc(Br)cc1)c1ccccc1 (stereo not drawn)	6	-1	10	2	3	7	6	2	-3	-3
Cc1ccc(OCCCC(=O)Nc2ccc(N3CCOCC3)cc2)c(C)c1	3	6	2	1	-3	0	-13	-1	-3	0
CCN(C[C@H]1N[C@@](Cc2ccccc2)(C(=O)OC)[C@H]2C(=O)N(Cc3ccccc3)C(=O)[C@@H]12)C(=O)C1CCCCC1	-9	12	0	4	6	1	-17	8	7	7
CCc1ccc(S(=O)(=O)Nc2nccs2)cc1	1	3	4	0	0	3	-8	1	-6	0
CC(=O)NCCc1nc2cc(NC(=O)c3ccccc3)ccc2n1C	-7	-5	-2	7	1	-5	0	-5	-6	-2
CC(=O)c1c(C)n(-c2ccc(Cl)cc2)c2ccc(O)cc12	-3	-5	4	-1	5	-3	1	0	-3	1
CCOC(=O)[C@]12CCC=C1N(Cc1ccc3c(c1)OCO3)C(=O)[C@H](CC(=O)N1CCC(c3ccccc3)CC1)C2	-3	5	-2	5	9	10	-11	4	1	-4
COc1ccc(C)cc1NC(=O)CN1C(=O)COc2ccc(S(=O)(=O)N3CCCCC3)cc21	-6	-11	0	3	7	-9	-6	3	-9	2
Cc1ccnc(NC(=O)CC(NC(=O)c2ccccc2Cl)c2ccccc2)c1 (stereo not drawn)	0	11	2	-12	6	-3	2	-6	-6	3
CC(C)C(=O)NNC(=O)CSc1nnnn1C(C)C	3	-3	-3	5	-9	-2	-4	-4	1	2
C=C(C)C(=O)O[C@H]1C/C(C)=C\C(=O)/C=C(\C)[C@H](O)[C@@H]2OC(=O)C(=C)[C@@H]21	3	3	-27	-6	4	2	-3	-3	-2	5
O=C(CSc1nncn1-c1cccnc1)Nc1ccccc1C(F)(F)F	1	3	1	0	5	-4	17	-2	-2	0
Cc1nc(NC(=O)c2cc3c(s2)CCCCC3)sc1C(=O)N(C)C	-3	6	-5	7	-5	3	-7	2	-41	-27
COc1ccc(OCCC(=O)OCC(=O)NCc2ccccc2)cc1	-8	12	2	5	9	3	-6	1	7	7
CCOc1ccc(NC(=O)Cn2nnc(-c3ccccc3NC(=O)CC)n2)cc1	-1	0	4	-12	3	9	-10	6	1	-3
O=C(c1ccc(S(=O)(=O)N2CCOCC2)cc1)N1CCN(c2ccccc2)CC1	-2	1	0	0	-1	2	-7	0	4	1
CC(C)C(c1nnnn1CCc1ccccc1)N1CCSCC1 (stereo not drawn)	-3	10	5	5	0	-1	9	2	3	1
CN1CCN(C(=O)c2ccc(F)c(F)c2)CC1	0	-11	1	5	5	0	1	-1	-3	0
Cc1ccsc1C1Nc2ccccc2-c2nc3ccccc3n21 (stereo not drawn)	-4	10	2	-7	0	i	-8	i	i	i
Cc1cc(C)n2nc(C(=O)OCC(=O)Nc3ccc4c(c3)OCCO4)nc2n1	-5	-3	-1	3	-11	-5	0	-1	-2	-2
COCCNCCCCOc1ccc(C)cc1[N+](=O)[O-]	-1	9	2	-3	2	-4	8	-5	1	2
CC(=O)NCc1cc(-c2ccc(Cl)cc2)no1	-3	0	1	5	8	5	3	-2	-4	-2
O=C(Nc1ccc(N2CCN(C(=O)c3ccc(Cl)cc3)CC2)cc1)c1ccc([N+](=O)[O-])o1	-5	10	6	-2	1	-2	-5	0	-2	1
O=C(OCc1cncs1)c1ccccc1	-5	6	-1	-6	5	-2	1	-1	4	-2
COc1cccc(N2CCN(Cc3ccsc3)CC2)c1	3	-4	1	0	-5	-7	5	-2	-1	1
O=C(c1ccc(Cl)c(S(=O)(=O)N2CCOCC2)c1)N1CCc2ccccc2C1	1	-9	10	-2	-1	-1	-6	2	-2	6
Cc1cc(C)n(C(=O)COc2c(C)cccc2C)n1	2	6	1	2	-14	1	12	0	5	2
CCC(=O)Nc1ccc2c(c1)ncn2CCc1ccccc1	-6	-4	-6	5	3	6	4	-2	-3	3
CC(=O)N1CC(C)Oc2ccc(S(=O)(=O)NC(CC(=O)O)c3ccccc3C)cc21 (stereo not drawn)	-4	5	-5	-10	9	7	6	-1	-4	3
COc1ccc2ccccc2c1/C=N\NC(=O)c1ccc(C)s1	7	-11	-21	-9	0	-7	9	-6	-65	-37
CCCC1=Nc2cc(C(=O)N3CCCC3)ccc2Sc2ccc(C)cc21	2	-2	-5	1	6	6	8	2	-23	1
